High-throughput results as filed in PubChem.
A350 autofl – qHTS Assay for Spectroscopic Profiling in A350 Spectral Region; Compound autofluorescence, 340/450 nm, Alexa 350 dye-equivalents; stronger effect = higher value; max dye-equivalent concentration, M; 59,000 compounds, 11% hits; AID 590, 2007; in the data active = max dye-equivalent concentration above about 10 nM; inconclusive = mostly about 1.1 nM to 9.6 nM
BRCT inh red – qHTS Assay for Inhibitors of BRCT-Phosphoprotein Interaction (Red Fluorophore). Breast cancer type 1 susceptibility protein (Homo sapiens), P38398. BRCT-phosphopeptide binding, red fluorescence polarization. Potency, µM (top dose mostly 76.9 µM), without a hit: at the top dose activity change, negative = inhibition, hits mostly inhibitors. 75,000 compounds, 0.03% hits. AID 892, 2007; note: % is set by controls: 0 for no effect and ±100 for the full control effect
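Fluorescence polarization: 100 nM His-tagged BRCA1 BRCT with 100 nM TAMRA-labelled phospho-BACH1 decapeptide, phosphate buffer pH 7.3 with 150 mM NaCl, DTT, 0.01% Tween 20; 12 min RT. Binding inhibition seen as FP decrease.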
4-MU autofl – qHTS Assay for Spectroscopic Profiling in 4-MU Spectral Region | compound autofluorescence, 340/450 nm, 4-MU equivalents; stronger effect = higher value | max dye-equivalent concentration, M | 59,000 compounds, 11% hits; in the data active = max dye-equivalent concentration above about 10 nM; inconclusive = mostly about 1.1 nM to 9.6 nM
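Compounds in 100 mM Tris, pH 8.0, sat 15 min at room temperature before fluorescence was read at 340 nm excitation/450 nm emission; a per-plate six-point 4-MU standard curve converted signals to dye-equivalent concentration at each compound concentration.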
Pol III holo inh – qHTS Assay for Inhibitors of DNA Polymerase III Holoenzyme System; reconstituted DNA polymerase III holoenzyme replication, biochemical; Potency, µM (doses to about 57.1 µM), for inactives: at the highest dose activity change, negative = inhibition; 71,000 compounds, 0.25% hits; note: potency is the fitted concentration of half-maximal effect; % is set by controls: 0 for no effect and ±100 for the full control effect
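Reconstituted *E. coli* holoenzyme (0.35 nM Pol III, 1 nM beta, 154 nM SSB, 2 nM primase) was preincubated with compound for 15 min at RT. Synthesis on 1.4 nM ssM13Gori ran 35 min, then was stopped with PicoGreen/EDTA and read as dsDNA fluorescence.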
Ub-GFP proteasome – Ubiquitin-GFP Assay. Ubiquitin-GFP reporter cells, proteasome inhibition, GFP fluorescence; response scale: untreated = 0%, 10 µM MG-132 = 100%. Potency, µM (highest dose often 45.9 µM), for the others: at the top dose activation (GFP accumulation), usual class: activators. 67,000 tested, under 10 active; active = well fitted activation curve with a large enough effect, not every such curve was filed as active; inconclusive = small, poorly fitted or top-dose-only effect, or another doubt; inactive = no such curve, though single readings can be large or run the other way; note: potency is the fitted concentration of half-maximal effect
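Reporter cells (U2OS, ubiquitin-G76V-GFP fusion) are plated overnight, then treated 4 hr at 37 °C with compound titrations from 46 uM down to 2.9 nM. Activity is scaled against untreated cells and 10 uM MG-132.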
GFP derepression – qHTS Assay for Epigenetic Modulators. mouse C127i GFP locus derepression, cytometry, 30 h. Potency, µM (titrated, usually from 46.1 µM), inactives show at the highest dose GFP derepression (activation). 68,000 compounds, 0.09% hits; note: % of control where 0% means no effect
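Derepression screen: silenced CMV-GFP reporter in murine C127i cells, 30 h compound incubation at 37 C, washed cells imaged by laser-scanning cytometer to enumerate GFP-expressing objects of 20 to 120 um.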
HBB splice mod – qHTS Assay for Modulators of Hemoglobin Beta Chain Splicing. HBB splicing reporter cell assay, activation; EGFP reporter with mutant IVS2-654 intron; response scale: normalised to 500 nM splice-correcting PNA. Potency, µM (top dose mostly 46.1 µM), for inactives: top-dose activation, hits mostly activators. 65,000 compounds, 0.06% hits; note: potency is the fitted concentration of half-maximal effect; 0% is about no effect
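HeLa cells stably expressing EGFP interrupted by mutant beta-globin intron 2 (IVS2-654), 500/well in 2% FCS. Treated with compound for 2 days at 37C. Splicing correction scored as total well GFP intensity (488 nm excitation, 500-520 nm emission); 500 nM antisense PNA served as control.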
Hsp90 Hop PPI – qHTS Assay for Disrupters of an Hsp90 Co-Chaperone Interaction | Hsp90 C-terminal peptide / TPR2A (Hop) interaction, human | AlphaScreen TPR2A-His6 binding biotin-Hsp90 C-terminal peptide | Potency, µM (titrated, usually from 57 µM), for the others: at the top dose activity change, negative = inhibition | 71,000 compounds, 0.44% hits | AID 595, 2007; active = well fitted curve in either direction with a large enough effect; inconclusive = small, poorly fitted or top-dose-only effect, or another doubt; note: potency is the fitted concentration of half-maximal effect; % is set by controls: 0 for no effect and ±100 for the full control effect; many of its hits are not listed in these tables
BRCT inh green – qHTS Assay for Inhibitors of BRCT-Phosphoprotein Interaction (Green Fluorophore). 75,000 compounds, 0.05% hits. AID 875, 2007. Breast cancer type 1 susceptibility protein (Homo sapiens), P38398. BRCA1 BRCT-phosphopeptide binding, green fluorescence polarization. Potency, µM (top dose mostly 76.9 µM), for the others: top-dose activity change, negative = inhibition, usual class: inhibitors;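 note: potency is the fitted concentration of half-maximal effect; plate controls were peptide without protein for full effect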
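Fluorescence polarization: His-tagged BRCT (~35 kDa BRCA1 C-terminus, 250 nM) bound to 100 nM fluorescein-labeled phosphorylated 10-aa BACH1 peptide, pH 7.3 phosphate buffer with DTT and Tween 20. Compounds incubated 12 min at room temperature; inhibition read as lowered polarization.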
ALOX15 inhib – qHTS Assay for Inhibitors of 15-hLO (15-human lipoxygenase); Polyunsaturated fatty acid lipoxygenase ALOX15 (Homo sapiens), P16050; 74,000 compounds, 1.4% hits; purified 15hLO-1, xylenol orange hydroperoxide absorbance; Potency, µM (highest dose often 57.1 µM), without a hit: top-dose activity change, negative = inhibition, hits mostly inhibitors; note: potency is the fitted concentration of half-maximal effect; % is set by controls: 0 for no effect and ±100 for the full control effect; nearly all actives have a fitted effect of over 55% in size
Target sequence (P16050 whole entry, looked up): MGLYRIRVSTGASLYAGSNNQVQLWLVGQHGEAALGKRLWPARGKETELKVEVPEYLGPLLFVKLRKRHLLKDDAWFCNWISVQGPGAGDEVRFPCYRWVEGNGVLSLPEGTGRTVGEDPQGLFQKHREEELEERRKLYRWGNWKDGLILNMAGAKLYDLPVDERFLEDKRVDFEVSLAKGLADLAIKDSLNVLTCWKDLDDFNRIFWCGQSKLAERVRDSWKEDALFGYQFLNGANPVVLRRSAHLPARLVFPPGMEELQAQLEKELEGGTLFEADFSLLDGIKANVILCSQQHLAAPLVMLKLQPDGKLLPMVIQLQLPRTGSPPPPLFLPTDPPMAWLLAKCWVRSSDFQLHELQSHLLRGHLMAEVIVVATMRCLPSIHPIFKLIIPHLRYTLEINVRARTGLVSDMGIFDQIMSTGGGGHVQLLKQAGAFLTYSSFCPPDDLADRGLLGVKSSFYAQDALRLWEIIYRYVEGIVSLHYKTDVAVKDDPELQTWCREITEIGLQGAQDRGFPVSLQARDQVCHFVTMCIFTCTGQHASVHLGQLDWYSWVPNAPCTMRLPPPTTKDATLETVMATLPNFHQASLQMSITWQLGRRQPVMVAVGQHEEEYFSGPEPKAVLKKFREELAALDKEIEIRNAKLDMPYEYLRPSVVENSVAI
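40 nM 15hLO-1 + cpd, 15 min RT; start w/ 50 uM AA (final), 6 min RT; stop/detect w/ 200 uM XO + 300 uM Fe(II) in 50 mM H2SO4, 30 min; A573/A405. Buffer 25 mM Hepes pH 7.5, 0.01% Triton X-100. No-enzyme wells as negative control.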
CRE-bla Fsk – Cell signaling CRE-BLA (Fsk stim); CHO CRE-bla reporter (cAMP response element driving beta-lactamase), forskolin EC10, beta-lactamase ratio; Potency, µM (doses to about 38.2 µM), for inactives: at the top dose activity change, negative = inhibition, usual class: activators; 71,000 compounds, 2.5% hits; AID 662, 2007; active = well fitted activation curve with a large enough effect in the signal ratio, with a control signal flat, not every such curve was filed as active; inconclusive = small, poorly fitted or top-dose-only effect, or effect the other way, or a change in a side signal; the % refers to the signal ratio; note: potency is the fitted concentration of half-maximal effect; % of control where 0% means no effect
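The 460nm/530nm emission ratio after CCF4 loading defined %Activity, from which AC50 values were obtained. CRE-bla CHO cells received compound dilution series together with an EC10 level of NKH 477 for 3 hours at 37 degrees Celsius.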
* hit, by the source's call; i = inactive; u = inconclusive; x = not tested or not shown; & = joins results of further samples; [ ] = dose if it differs, or a comment. Unless noted, calls come from the whole dose curve; as a rule, active = well fitted curve in the direction sought with a large enough effect; inconclusive = small, poorly fitted or top-dose-only effect, or another doubt; inactive = no such curve, though single readings can be large; an effect the other way counts as inactive or inconclusive.

no.	canonical_smiles	A350 autofl	BRCT inh red	4-MU autofl	Pol III holo inh	Ub-GFP proteasome	GFP derepression	HBB splice mod	Hsp90 Hop PPI	BRCT inh green	ALOX15 inhib	CRE-bla Fsk
1	C[N+]1(CCC[N+]2(C)C[C@H]3[C@H](C2)[C@H]2C=C[C@@H]3CC2)CCOCC1 (some centres not stated)	i	1.1%[15.4 µM]	i	0%[11.4 µM]	6%[9.17 µM]	0%[9.22 µM]	3.9%[9.22 µM]	-1%[11 µM]	-6.3%[15.4 µM]	u	-1%[7.6 µM]
2	COC(=O)[C@H]1C[C@@H]1[C@H](NC(C)=O)c1ccccc1	x	-0.5%	x	-5%	x	x	2.4%	-4%	-1.4%	x	-5%
3	CCCCC(NC(=O)c1ccc(Cl)cc1)C(=O)O (configuration not stated)	2.4e-08M*	-0.5%	2.1e-08M*	-1%	2%	4%	1.9%[0.369 µM]	-2%	-1.6%	3%	-7%
4	CCOc1cc(/C=N/O)cc(Br)c1OC	x	-0.8%	x	-1%[11.4 µM]	5%[9.17 µM]	-4%	-0.8%[0.0738 µM]	-7%[11 µM]	0.7%	1%[11.4 µM]	u
5	CCOC(=O)CN=C1CC(C)(C)CC2=C1Sc1ncnc(N(C)C)c1N2	u	-1.1%	u	-2%	-5%	0%	0.3%[57.5 µM]	-10%	0.1%	-25%	u
6	CC12CCC(CC1=O)C2(C)C (configuration not stated)	x	0.3%	x	-8%	x	x	0.8%	-1%	-1.1%	4%	-7%
7	CC(CC(=O)NCc1ccccc1)C1CCCO1 (configuration not stated)	i	-1.1%	i	-4%	14%	-3%	-1.1%	-3%	-1.6%	7%	15%
8	COC(=O)c1cc(Br)c(=O)n(-c2ccc(C(C)=O)cc2)c1	i	-0.2%	i	-3%	-2%	2%	-2.0%[0.369 µM]	-5%	-2.3%	1%	-17%
9	COc1ccc(S(=O)(=O)N(C)CC(=O)NCc2cccnc2)cc1C	8.7e-06M*	-0.1%	9.5e-06M*	-3%	-4%	3%	-1.9%	-1%	0.9%	12%	-4%
10	CCCCNc1cc(NC(C)=O)cc2cc(OC)c(OC)cc12	x	-0.4%	x	-6%	3%	0%	-1.4%	-20%	0.2%	-9%	u
11	COCCNC(=O)C(c1ccc(C)o1)N(C(=O)c1snc(C(N)=O)c1N)c1ccc(C)cc1 (configuration not stated)	7.3e-08M*	-1.6%	8.6e-08M*	0%	-2%	-2%	x	0%	6.4%	1%	-8%
12	Cc1cc2ccccc2c(=O)n1CC(=O)N(C)c1ccc(F)cc1	u	0.9%	u	-3%	-2%	0%	-0.2%	-1%	1.0%	5%	u
13	O=C(c1ccco1)N1CCN(S(=O)(=O)c2ccc(F)cc2)CC1	i	-0.3%	i	7%	-3%	0%	-0.7%	-6%	-0.9%	3%	0%
14	CC(C)OC(=O)C(NC(=O)c1ccccc1)=C1CCCCC1	x	-0.7%	x	-7%	-8%	2%	-4.7%	1%	0.9%	3%	-5%
15	CCOCCCNC(=O)CN(Cc1ccc(Cl)cc1)S(C)(=O)=O	i	-0.9%	i	-7%	-7%	-2%	-0.4%	-7%	-0.9%	6%	-4%
16	S=C1SCN(Cc2ccccn2)CN1Cc1ccco1	i	-0.2%	i	-5%	2%	u	3.0%[0.369 µM]	u	-1.8%	u	0%
17	COc1ncc2nc(C)c(=O)n(-c3ccccc3)c2n1	i	-0.2%	i	11%	3%	-3%[9.22 µM]	-0.1%	-2%	-0.9%	-12%	-3%
18	Cc1cc(Nc2ccc(C)c(Br)c2)n2nc(C)nc2n1	x	-2.5%	x	-9%	-5%	-5%	-0.8%	0%	1.3%	-12%	u
19	O=c1[nH]c(=S)[nH]c2c1CN(CCCN1CCOCC1)CN2	i	0.2%[15.4 µM]	i	-10%[11.4 µM]	-4%[9.17 µM]	-6%[9.22 µM]	-0.7%[9.22 µM]	-4%[11 µM]	-0.1%[15.4 µM]	0%[11.4 µM]	u
20	COc1ccc(N(C(=O)COc2ccccc2)C2C=CS(=O)(=O)C2)c(OC)c1 (configuration not stated)	i	-1.1%	i	1%	-5%	-2%	-1.2%	-1%	2.0%	12%	1%
21	O=C(c1ccco1)N1CCC(c2ccccc2)C1 (configuration not stated)	x	0.4%	x	-3%	-1%	-2%	0.6%	-8%	0.8%	2%	-12%
22	CC1(c2ccccc2)NC(=O)N(CC(=O)Nc2cccc(C#N)c2)C1=O (configuration not stated)	i	0.7%	i	6%	-1%	-1%	0.2%	2%	-0.1%	-14%	-1%
23	CCCOc1ccc(C(=O)Nc2cc(-c3nn4c(C)nnc4s3)ccc2C)cc1	x	-0.1%	x	-7%	6%	x	0.2%	1%	-2.2%	11%	1%
24	COc1ccc(C(=O)N2CCN(S(=O)(=O)c3ccccc3)CC2)c(OC)c1	i	-0.3%	i	-13%	-6%	0%	-1.5%	-7%	0.6%	-4%	u
25	COc1cnc(NS(=O)(=O)c2ccc(N)cc2)nc1	i	-0.9%	i	-3%[25.6 µM]	-1%[20.5 µM]	2%[20.6 µM]	0.2%[20.6 µM]	-2%[26 µM]	0.0%[3.08 µM]	12%	2%[17.1 µM]
26	O=C(Nc1ccc(-n2nncc2-c2ccco2)cc1)c1ccc(F)cc1	i	-0.9%	i	-5%	-2%	0%	7.4%[0.369 µM]	-7%	-1.5%	-6%	5%
27	CC1CCc2cc(F)ccc2N1C(=O)c1cc2nc(-c3ccco3)cc(C(F)(F)F)n2n1 (configuration not stated)	u	-1.5%	u	-5%	-2%	8%	3.6%[57.5 µM]	4%	1.6%	-6%	6%
28	C=C(C)COc1ccc(-c2[nH]ncc2Oc2ccccc2OCC)c(O)c1	i	0.9%	i	-7%	-5%	17%	1.8%[57.5 µM]	9%	4.3%	-23%	u
29	CCOC(=O)N1CCN(Cc2ccccn2)CC1	i	-0.1%	i	3%	-3%	-2%	2.9%	-1%	0.0%	-2%	1%
30	O=C(O)c1cc([N+](=O)[O-])ccc1NCCCc1ccccc1	i	1.7%	i	-5%&1%	4%&5%	3%&-1%	-1.5%	-5%&-7%	-1.6%	-22%[25.6 µM]	u
31	COC(=O)c1ccccc1NC(=O)c1noc2c1CC(C(C)(C)C)CC2 (configuration not stated)	i	0.4%	i	-6%	-14%	0%	-0.6%	4%	-0.5%	5%	-13%
32	CCOCCOc1nc2c(c(=O)n(C)c(=O)n2C)n1Cc1ccc(C)cc1	x	-1.2%	x	-4%	0%	0%	0.3%	-3%	1.2%	5%	u
33	Cc1cc(C)nc(N2C(=O)CC(C(C)c3ccccc3)C2=O)n1 (configuration not stated)	i	0.9%	i	4%	-6%	-2%	-2.6%	-3%	-5.0%	4%	-5%
34	Cc1cc(C)n(CCn2nc(C)cc2C)n1	i	0.5%	i	1%	-1%	8%	2.5%	-3%	-1.7%	10%	4%
35	O=C(NCCO)c1ccc(Cl)c(Cl)c1	x	0.2%	x	-1%	8%	2%	0.4%[9.22 µM]	-4%	-2.0%	-1%	-4%
36	CCOC(=O)c1c(-c2ccncc2)csc1N	u	1.7%	u	-5%	-4%	-3%	-0.7%	-3%	-2.5%	-26%	u
37	COCC(C)NC(=O)C1CC(=O)N(c2ccc(C)cc2)C1 (configuration not stated)	i	-1.8%	i	-8%	0%	-1%	x	2%	-4.6%	2%	2%
38	CC(=O)Nc1ccc(S(=O)(=O)N2CCN(C(=O)N3CCCCCC3)CC2)cc1	i	-0.8%	i	0%	-4%	0%	-2.1%	-6%	-2.1%	8%	3%
39	CCCCC(=O)Nc1ccccc1C#N	i	0.1%	i	-4%	10%	-3%	-1.9%	-4%	-6.8%	-5%	-5%
